Screening data as filed in PubChem BioAssay.
S-ASM inh: blocks human secretory acid sphingomyelinase; 340,000 tested, 0.006% active; placental ASM, HMU-PC fluorogenic substrate, 60 min; AID 504937; Potency, µM (titrated, usually from 57.5 µM), without a hit: at the highest dose activity change, negative = inhibition, hits mostly inhibitors; P17405; note: potency is the fitted concentration of half-maximal effect
Target sequence (P17405 47-631 limits assumed): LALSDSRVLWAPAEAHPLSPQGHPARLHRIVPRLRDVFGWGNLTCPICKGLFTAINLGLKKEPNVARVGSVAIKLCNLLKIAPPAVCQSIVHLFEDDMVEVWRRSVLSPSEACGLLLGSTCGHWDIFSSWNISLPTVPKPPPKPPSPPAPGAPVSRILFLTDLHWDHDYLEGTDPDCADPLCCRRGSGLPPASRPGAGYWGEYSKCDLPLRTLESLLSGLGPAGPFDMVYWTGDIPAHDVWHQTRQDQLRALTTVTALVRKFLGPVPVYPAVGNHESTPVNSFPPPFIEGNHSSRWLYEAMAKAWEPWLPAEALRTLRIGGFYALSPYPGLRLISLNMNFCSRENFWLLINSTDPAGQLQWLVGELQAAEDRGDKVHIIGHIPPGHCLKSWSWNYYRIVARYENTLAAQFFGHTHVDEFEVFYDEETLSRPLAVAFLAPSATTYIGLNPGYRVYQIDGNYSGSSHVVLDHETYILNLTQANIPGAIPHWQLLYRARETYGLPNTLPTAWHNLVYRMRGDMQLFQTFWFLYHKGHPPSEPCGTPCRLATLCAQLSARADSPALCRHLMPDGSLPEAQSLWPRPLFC
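HMU-PC0 cleavage (9 uM final) by human placental ASM, 60 min at 37 °C following 10 min compound exposure at RT; stopped at pH 10, fluorescence Ex 386/Em 447 nm.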
Coupling enz: counter-screen for Giardia aldolase inhibitors: coupling enzyme system; coupling enzyme system counterscreen, AmpLite Red fluorescence; activity change, negative = inhibition, % at 58.2 µM, hits read low; 290,000 tested, 0.67% active; AID 2472; in the data active = activity change below about -30%; note: % is set by controls: 0 for no effect and ±100 for the full control effect
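Fluorescence at 525 nm excitation and 598 nm emission measured inhibition of the coupled detection system without aldolase. Compounds (at 57.5 uM final) were preincubated 10 min at room temperature with coupling enzyme reagent before a 20 min substrate/AmpLite Red step.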
Integrin act MD: activates integrin-mediated alleviation for muscular dystrophy; alpha7betagal myoblasts, beta-gal FDG fluorescence, 48 h; Potency, µM (titrated, usually from 38.3 µM), inactives show at the highest dose activation, actives largely listed as activators; 350,000 tested, 0.064% active;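 note: potency is the fitted concentration of half-maximal effect; 100% = response of the positive control SU9516; nearly all actives have a fitted effect of over 60% in size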
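Alpha7betagal+/- myoblasts (passage 13) were plated 16-24 hr, then exposed to compounds (1:260 dilution of DMSO stock) for 48 hours at 37C. After MPER lysis, β-galactosidase reporter activity was read as FDG fluorescence (ex 480/em 540) after 30 minutes.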
AT treatment: potential ataxia-telangiectasia treatments restoring KAP-1 phosphorylation; […] A-T fibroblasts, KAP-1 phosphorylation AlphaLISA; neocarzinostatin DNA damage 30 min before lysis; Potency, µM (doses to about 57.5 µM), for inactives: top-dose activation, actives largely listed as activators; 320,000 tested, 0.19% active; note: potency is the fitted concentration of half-maximal effect; % of control where 0% means no effect; nearly all actives have a fitted effect of over 45% in size
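ATM-like activity read as KAP-1 phosphorylation via AlphaLISA donor/acceptor antibody pairs after lysis and 6 hr at 25C. Cells were ATM-null patient fibroblasts ([…], hTERT), dosed 60 min, then exposed to the DSB inducer NCS for 30 min.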
TRPV1 agonist: activates the human vanilloid receptor TRPV1. AID 540275. TRPV1-expressing cells, Fluo-8 calcium influx, agonist mode. 320,000 tested, 0.19% active. activation, % at 8.33 µM. Q8NER1; in the data active = activation above about 80%; inconclusive = between about 30% and that limit; note: 0% is about no effect
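Fluo-8 calcium influx in TRPV1-expressing cells, kinetic read (ex 480/em 520 nm). Compound added and read 3 min for agonist activity, followed by capsaicin at EC20 final and 2 min further read for enhancement.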
KCNH2 WT inh: KCNH2 (human, wildtype) channel inhibition | Q12809 | U2OS, BacMam KCNH2, thallium flux FluxOr; active compounds read low | activity change, % at 1.84 µM | 340,000 tested, 0.37% active;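 active = maximum activity change below -70%; inconclusive = maximum activity change between -70% and -50%; inactive = maximum activity change above -50%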; note: % is set by controls: 0 for no effect and ±100 for the full control effect
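U2OS cells transduced with wild-type KCNH2 virus are loaded with FluxOr dye for 45 min, and thallium flux is measured in kinetic reads before and after stimulation buffer. Rate constants are normalized to DMSO controls.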
KCNH2 3.1 block: KCNH2 3.1 (human) potassium channel inhibition; U2OS KCNH2 3.1, thallium flux FluxOr; active compounds read low; activity change, % (tested at about 1.8 µM); 340,000 tested, 0.95% active; AID 720553;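 active = maximum activity change below -70%; inconclusive = maximum activity change from -70% to -50%; inactive = maximum activity change above -50%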;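 note: thallium influx rate constant from kinetic fluorescence after stimulation buffer; % is set by controls: 0 for no effect and ±100 for the full control effect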
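Kinetic fluorescence (2 min after stimulation buffer) measures Tl+ influx through KCNH2 3.1 expressed by viral transduction in U2OS cells; the rate constant is normalized against DMSO controls serving as positive and negative references.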
CXXC DNA block: blocks binding of human MLL CXXC domain to DNA; Q03164; MLL-CXXC / FITC-HOXA9 DNA fluorescence polarization; Potency, µM (titrated, usually from 115 µM), without a hit: at the highest dose activity change, negative = inhibition, usual class: inhibitors; 290,000 tested, 0.037% active; AID 2662; active = well fitted inhibition curve with a large enough effect in the polarisation, with a control signal flat, not every such curve was filed as active; inconclusive = small, poorly fitted or top-dose-only effect, or effect the other way, or a change in a side signal; inactive = no such curve, though single readings can be large or run the other way; the % refers to the polarisation; note: potency is the fitted concentration of half-maximal effect
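Purified MLL-CXXC (added from a 7 uM solution) was preincubated 5 min at ambient with pinned compounds in 50 mM Tris-HCl pH 7.5, 50 mM NaCl, 1 mM DTT, 0.05% BSA. Fluorescein-labeled HOX-A9 DNA (50 nM solution) followed, 30 min, then polarization read.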
GALK inhibitor: inhibitors of human galactokinase; P51570; Purified GALK, Kinase-Glo residual ATP luminescence; Potency, µM (titrated, usually from 57.5 µM), for the others: at the highest dose activity change, negative = inhibition, actives largely listed as inhibitors; 270,000 tested, 0.007% active; note: potency is the fitted concentration of half-maximal effect; % is set by controls: 0 for no effect and ±100 for the full control effect
Target sequence (P51570 whole entry, looked up): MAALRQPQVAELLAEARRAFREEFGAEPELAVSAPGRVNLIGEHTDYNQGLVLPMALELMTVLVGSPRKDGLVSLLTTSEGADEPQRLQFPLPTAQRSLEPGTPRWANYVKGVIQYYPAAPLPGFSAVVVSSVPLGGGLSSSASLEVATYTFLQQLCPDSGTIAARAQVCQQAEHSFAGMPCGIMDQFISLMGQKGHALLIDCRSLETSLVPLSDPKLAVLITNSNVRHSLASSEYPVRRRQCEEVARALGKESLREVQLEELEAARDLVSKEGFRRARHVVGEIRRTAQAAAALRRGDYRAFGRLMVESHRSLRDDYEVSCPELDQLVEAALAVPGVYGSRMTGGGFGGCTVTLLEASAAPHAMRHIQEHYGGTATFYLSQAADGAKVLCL
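Quantitative HTS: GALK 5 nM, ATP 35 uM, galactose 100 uM, 1 h room temperature, then luciferase-based ATP detection.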
MBNL1-CUG inh: blocks human MBNL1 binding to CUG repeat RNA; 280,000 tested, 0.036% active; Q9NR56; TR-FRET MBNL1-His/biotin-(CUG)12 binding, 665/545 ratio; AID 2675; Potency, µM (titrated, usually from 57.5 µM), inactives show top-dose activity change, negative = inhibition, usual class: inhibitors; active = well fitted inhibition curve with a large enough effect in the signal ratio, with a control signal flat, not every such curve was filed as active; inconclusive = small, poorly fitted or top-dose-only effect, or effect the other way, or a change in a side signal; inactive = no such curve, though single readings can be large or run the other way; the % refers to the signal ratio; note: potency is the fitted concentration of half-maximal effect; % is set by controls: 0 for no effect and ±100 for the full control effect
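TR-FRET readout: Ex 340 nm, 665/545 nm emission ratio, normalized to buffer-only (basal) and MBNL1-(CUG)12 controls. Complex of MBNL1-His with Biotin-(CUG)12, compounds 92 nM–58 uM, incubated 60 min at room temperature.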
Active calls of the source: *; u = inconclusive; x = no result given; [ ] = remark or other dose. Unless noted, calls come from the whole dose curve; as a rule, active = well fitted curve in the direction sought with a large enough effect; inconclusive = small, poorly fitted or top-dose-only effect, or another doubt; inactive = no such curve, though single readings can be large; an effect the other way counts as inactive or inconclusive.

SMILES	S-ASM inh	Coupling enz	Integrin act MD	AT treatment	TRPV1 agonist	KCNH2 WT inh	KCNH2 3.1 block	CXXC DNA block	GALK inhibitor	MBNL1-CUG inh
COc1cc(/C=C/C(=O)Nc2cccnc2)cc(OC)c1OC	5%	2	u	-3%	14	-14	20	-12%	0%	u
CCC12CN(C(=O)c3ccc(OC)cc3)CC(CC)(CN(C(=O)c3ccc(OC)cc3)C1)C2=O	1%	7	-14%	8%	1	3	10	-5%	3%	-2%
O=[N+]([O-])c1cc(Cl)c(Cl)c(Cl)c1Cl	-5%	x	x	4%	2	8	13	x	x	x
CC(C)C(=O)NC(=S)Nc1ccc(S(=O)(=O)N(C)Cc2ccccc2)cc1	-4%	1	-43%	x	-1	-22	-17	4%	2%	-7%
CCN(C(=O)COC(=O)CSc1ccccc1)c1c(N)n(Cc2ccccc2)c(=O)[nH]c1=O	x	x	0%	-1%	-1	-1	2	x	x	x
CCCc1nnc(NS(=O)(=O)c2ccc(OC)cc2)s1	7%	6	5%	-3%	-1	3	-15	0%	0%	-4%
CCOc1ccc(C(=O)n2cnnc2N)cc1	2%	1	-5%	-7%	5	-11	-1	265%[activator]	0%	1%
Cc1cc(O)c(N=Cc2cc3c(cc2[N+](=O)[O-])OCO3)cc1C	-1%	x	-54%[inhibitor]	x	x	-1	-4	x	x	x
Cc1ccc(-c2nsc3c(N4CCN(C(=O)c5ccco5)CC4)ncnc23)cc1	x	7	x	-17%	7	x	x	-11%	2%	16%
O=C(O)CN1C(=O)/C(=C\C(Br)=C\c2ccccc2)SC1=S	16%	-20	4%	3%	5	-3	0	u	-2%	19%
CCCC(C(=O)NC(C)(C)C)N(Cc1ccc(F)cc1)C(=O)c1snc(C(N)=O)c1N (configuration not stated)	198%[activator]	-1	u	1%	10	-3	3	4%	-6%	12%
O=C(O)C12CC3CC(C1)CC(n1ncc(NCc4ccccc4)c(Cl)c1=O)(C3)C2	-1%	4	u	2%	0	13	17	-2%	-2%	18%
Cn1c(=O)cc(SCC(=O)N2CCCC2)c2cc(Cl)ccc21	-1%	0	-15%	2%	0	-1	-17	11%	0%	16%
COc1cccc(OCc2nc(-c3cccc([N+](=O)[O-])c3)no2)c1	-1%	-4	u	6%	-3	-5	5	8%	-3%	u
O=C(Nc1ccc(Cl)cn1)c1cccc(S(=O)(=O)N2CCOCC2)c1	-1%	-1	-3%	-7%	u	10	-16	1%	-2%	-2%
Cc1nc2cc(S(=O)(=O)C(F)(F)F)ccc2s1	-1%	-1	1%	19%	14	2	9	-4%	4%	10%
O=C(Nc1cccc(C(F)(F)F)c1)C1CCCN(S(=O)(=O)c2cnc[nH]2)C1 (configuration not stated)	-1%	-9	15%	-4%	4	-4	-12	4%	-1%	-11%
CC1=Nc2cccc([N+](=O)[O-])c2NC(=O)C1	-2%	2	-9%	-4%	-3	1	-30	1%	-1%	u
Cc1cccc(C(=O)OC(C)CN2CCOCC2)c1 (configuration not stated)	1%	0	9%	-3%	4	6	-3	3%	1%	x
CCOC(=O)c1sc(NC(C)=O)c(C(=O)OCC)c1C	-1%	4	-3%	1%	-1	-1	-12	-9%	-1%	0%
CC(=O)Nc1ccc2c(c1)nc(CCNC(=O)c1ccccc1)n2C	-2%	1	2%	-1%	-3	-17	7	-14%	-1%	-5%
CCN(C(=O)COC(=O)CNS(=O)(=O)c1ccc2ccccc2c1)C1CCCCC1	-7%	x	-8%	0%	15	-6	-6	x	x	x
Cc1ccc2c(c1)c(N=NC(N)=S)c(O)n2Cc1ccccc1	-2%	0	-10%	1%	u	0	0	-7%	-5%	x
C/C(=N\NC(=O)c1ccc(N)cc1)C1CC1	-1%	x	0%	7%	2	-7	-10	6%	-1%	-1%
COc1ccc(-n2c(=O)c3c4c(sc3n(CC(=O)NC3CCCC3)c2=O)CCCC4)c(OC)c1	-2%	1	-26%	-5%	2	-8	17	2%	-1%	26%

An excerpt of these results, as a markdown table:
| SMILES | S-ASM inh | Coupling enz | Integrin act MD | AT treatment | TRPV1 agonist | KCNH2 WT inh | KCNH2 3.1 block | CXXC DNA block | GALK inhibitor | MBNL1-CUG inh |
| --- | --- | --- | --- | --- | --- | --- | --- | --- | --- | --- |
| Cc1cccc(C(=O)OC(C)CN2CCOCC2)c1 (configuration not stated) | 1% | 0 | 9% | -3% | 4 | 6 | -3 | 3% | 1% | x |
| CCOC(=O)c1sc(NC(C)=O)c(C(=O)OCC)c1C | -1% | 4 | -3% | 1% | -1 | -1 | -12 | -9% | -1% | 0% |
| CC(=O)Nc1ccc2c(c1)nc(CCNC(=O)c1ccccc1)n2C | -2% | 1 | 2% | -1% | -3 | -17 | 7 | -14% | -1% | -5% |

Next part
SMILES	S-ASM inh	Coupling enz	Integrin act MD	AT treatment	TRPV1 agonist	KCNH2 WT inh	KCNH2 3.1 block	CXXC DNA block	GALK inhibitor	MBNL1-CUG inh
CCn1c2ccccc2c2cc(NC(=O)COC(=O)c3ccccc3Br)ccc21	-5%	-1	-22%	4%	0	-2	2	8%	-3%	66%[activator]
CC1C/C(=N\NC(=O)CCc2ccc(S(=O)(=O)N3CCOCC3)cc2)CC(C)(C)C1 (configuration not stated)	0%	2	8%	1%	-1	1	17	7%	-2%	-3%
COc1ccc(CCNC(=O)COC(=O)c2cccn2C)cc1	-3%	x	12%	31%	x	-7	7	x	x	x
Cc1cccc(-c2ncc(CN3CCCC(CO)(Cc4cccc(Cl)c4)C3)cn2)c1 (configuration not stated)	-10%	-4	0%	7%	5	-6	-21	22%	1%	4%
Cc1cccc(NC(=O)CS(=O)(=O)Cc2ccccc2)n1	2%	4	-18%	5%	-4	-10	-8	-4%	-1%	2%
CCOc1ccc(-n2c(=O)c3sccc3n(Cc3cccc([N+](=O)[O-])c3)c2=O)cc1	-1%	0	-6%	3%	2	-1	-13	0%	-2%	-6%
Cc1ccc(N2C(=O)CC(C3CCCO3)C2=O)cc1 (configuration not stated)	3%	1	9%	-2%	1	-2	-2	-9%	-1%	-4%
O=C1S/C(=C\c2ccccn2)C(=O)N1Cc1ccccc1F	-1%	2	10%	10%	16	-25	3	0%	2%	-10%
O=C(O)CCCn1cc(NC(=O)COc2ccc(F)cc2)cn1	4%	-8	-8%	-3%	-2	-6	11	13%	6%	-2%
O=S(=O)(c1cc(Cl)ccc1Cl)N1CC2CCCN2c2ccc(C(F)(F)F)cc21 (configuration not stated)	1%	-5	-23%	-4%	3	1	-1	14%	-3%	-5%
COc1ccc(NC(=S)N2CCC(c3ccccc3)C2)cc1 (configuration not stated)	-1%	1	u	-2%	6	8	-6	6%	-3%	3%
CC(=O)c1c(C)n([O-])c2cc(C)ccc2[n+]1=O	22%	0	8%	5%	0	-5	0	11%	4%	u
O=C(Nc1ncc(Cc2ccccc2)s1)c1cccs1	-16%	4	-20%	7%	u	5	-6	-1%	2%	1%
COc1ccc(Cl)cc1NC(=O)C(C)Sc1nncn1C (configuration not stated)	0%	-1	17%	-4%	0	-9	x	0%	0%	-3%
O=C(COC(=O)CNC(=O)c1cc(Cl)cc([N+](=O)[O-])c1)NC(=O)NCc1ccco1	0%	x	9%	-1%	x	-1	-17	x	x	x
O=C(CC1SC(=NCC2CCCO2)NC1=O)Nc1cccc2ccccc12 (configuration not stated)	4%	-1	15%	4%	-1	-14	x	23%	3%	19%
Cc1cc(C)n(-c2nc3c(c(=O)[nH]c(=O)n3C)n2C(C)C)n1	3%	0	-2%	19%	-4	7	4	1%	-1%	-5%
Cc1ccc(NC(=O)CC(=O)Nc2ccc(C)cc2C)c(C)c1	3%	0	0%	-2%	4	-5	-1	8%	0%	-6%
CCOC(=O)c1[nH]c(C)c(C(=O)NCC2CCCO2)c1C (configuration not stated)	3%	5	15%	x	0	-6	22	0%	1%	1%
COc1cccc(N2C(=NC(=O)CCc3ccccc3)SC3CS(=O)(=O)CC32)c1 (configuration not stated)	-2%	x	-8%	-4%	0	2	8	0%	-3%	0%
CCOc1cc(N2CCOCC2)c(OCC)cc1NC(=O)C1=NN(c2cccc(C)c2)C(=O)CC1	-3%	-9	-8%	3%	u	-5	-23	9%	4%	3%
CC(C)C(=O)NC(=S)N1CCc2ccccc21	8%	0	27%	1%	2	13	1	12%	x	19%[11.5 µM]
COc1cc(NC(=O)c2ccno2)cc(C(=O)Nc2cccc(C(F)(F)F)c2)c1	-22%	0	-10%	-19%	3	27	-31	8%	2%	-2%
COc1cc(/C=C/c2ccc3cccc(O)c3n2)cc(Br)c1OC	-1%	-17	-71%[inhibitor]	u	-5	-6	20	16%	4%	11%
Cc1cc(=O)[nH]c(SCC(=O)Nc2ccc(Cl)cn2)n1	-1%	4	-60%	-4%	-1	3	23	5%	1%	-1%
CCOCCn1c(C)c(C(=O)OCC)c2cc(O)c3ccccc3c21	-3%	x	-11%	-5%	u	2	9	x	x	x
